Assay outcomes deposited in PubChem by several laboratories.
Vc quorum ag: inducers of Vibrio cholerae quorum light production without autoinducers, primary screen, BH1578 luxS cqsA deficient, single point | V. cholerae BH1578 lux reporter, luminescence, 6 h | activation, % at 18.7 µM | hit rate 0.16% among 350,000; in the data active = activation mostly above about 9.7%, no sharp cut-off; inconclusive = no clear call, values can overlap the other calls; inactive = mostly below about 3.7%; note: not every result past the cut was called active; inactives centre near 0; reference of the scale not given here
BoNT A protease: BoNT/A light chain protease inhibitors, primary screen, biochemical, flow cytometry, MLPCN library; multiplex microsphere protease substrate cleavage; inhibition, % at 10 µM; hit rate 0.17% among 360,000; AID 588499, 2011; note: plate controls were buffer without enzyme for full effect and enzyme alone for no effect
PfHsp40 yeast: rescue of yeast from PfHsp40 toxicity, primary screen, S. cerevisiae, ATP luminescence. S. cerevisiae expressing PfHsp40, growth rescue. AID 504582, 2011. growth rescue, % at 12.5 µM. hit rate 0.68% among 340,000; in the data active = growth rescue above about 28%, passing the limit was not always enough; inconclusive = no clear call, values can overlap the other calls;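 note: yeast W303a lacking pdr1 and pdr3 grown in galactose medium; growth measured after three days at 30 °C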
TcdB inh: TcdB glycohydrolase inhibitors, primary screen, biochemical, single point, plate reader | Toxin B (Clostridioides difficile), P18177 | TcdB glycohydrolase enzymatic assay | inhibition, % at 9.99 µM | hit rate 0.24% among 350,000 | AID 652162, 2013; in the data active = inhibition above about 10%
CCHF vOTU inh: CCHFV vOTU protease inhibitors, primary screen, biochemical, Pep-AMC substrate, fluorescence. Crimean-Congo hemorrhagic fever virus L polyprotein viral ovarian tumor (vOTU) protease …. AID 651958, 2012. hit rate 0.55% among 370,000. inhibition, % at 11.5 µM; in the data active = inhibition above about 30%; note: 0% = vehicle wells with enzyme and 100% = no enzyme wells
PriA SSB inh: inhibitors of Klebsiella pneumoniae PriA binding to SSB C-terminal tail, primary screen, biochemical, AlphaScreen; AlphaScreen SSBct-PriA binding, biotinylated peptide; AID 1272365, 2023; hit rate 0.6% among 430,000; inhibition, % at 33 µM; in the data active = inhibition mostly above about 37%, no sharp cut-off; inactive = mostly below about 20%;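 note: plate controls were negative control peptide for no effect and reference peptide for full effect; strong numbers were not always called active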
Anthrax LF inh2: Bacillus anthracis LF protease inhibitors, primary screen, biochemical, multiplex microsphere, MLPCN library; inhibition, % at 10 µM; hit rate 0.12% among 360,000; multiplex microsphere protease cleavage assay; Lethal factor (Bacillus anthracis), P15917; note: plate controls were buffer without enzyme for full effect and enzyme alone for no effect
Target sequence (P15917 whole entry, looked up): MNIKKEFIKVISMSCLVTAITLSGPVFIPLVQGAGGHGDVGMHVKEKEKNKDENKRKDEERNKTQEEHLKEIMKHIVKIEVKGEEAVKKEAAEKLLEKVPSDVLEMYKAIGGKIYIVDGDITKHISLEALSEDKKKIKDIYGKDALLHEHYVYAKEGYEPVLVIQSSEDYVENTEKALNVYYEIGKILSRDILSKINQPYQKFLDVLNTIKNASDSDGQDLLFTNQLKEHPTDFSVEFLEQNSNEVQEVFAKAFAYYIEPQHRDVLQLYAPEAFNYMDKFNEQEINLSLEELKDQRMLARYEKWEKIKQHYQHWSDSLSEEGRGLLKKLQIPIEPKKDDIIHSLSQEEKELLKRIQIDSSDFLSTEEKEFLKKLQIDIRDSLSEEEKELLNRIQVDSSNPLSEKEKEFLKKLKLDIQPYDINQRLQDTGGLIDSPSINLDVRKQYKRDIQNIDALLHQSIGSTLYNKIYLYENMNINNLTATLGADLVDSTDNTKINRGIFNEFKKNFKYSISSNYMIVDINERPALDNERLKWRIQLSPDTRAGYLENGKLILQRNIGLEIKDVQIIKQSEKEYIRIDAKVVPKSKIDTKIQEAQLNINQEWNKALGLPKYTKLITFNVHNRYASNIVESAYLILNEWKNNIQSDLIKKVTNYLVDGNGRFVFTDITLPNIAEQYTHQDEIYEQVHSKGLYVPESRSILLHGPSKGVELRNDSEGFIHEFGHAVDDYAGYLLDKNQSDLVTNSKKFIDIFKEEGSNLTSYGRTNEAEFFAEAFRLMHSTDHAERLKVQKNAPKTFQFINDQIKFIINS
Yp Topo-I inh: Yersinia pestis topoisomerase I inhibitors, primary screen, biochemical, cleavage product accumulation, plate reader, single point; DNA topoisomerase I (Yersinia pestis CO92); Y. pestis Topo-I cleavage product accumulation; activity, % at 10 µM; hit rate 0.064% among 360,000; AID 504884, 2011; in the data active = activity above about 50%, passing the limit was not always enough; inconclusive = no clear call, values can overlap the other calls; note: inactives centre near 2
SARS 3CLpro inh: SARS-CoV 3CLpro protease inhibitors, primary screen, biochemical, quenched FRET; recombinant SARS-CoV 3CLpro, quenched FRET peptide cleavage; inhibition, % at 6 µM; hit rate 0.14% among 290,000; AID 1706, 2009; in the data active = inhibition above about 12%
DUSP3 inh: VHR1 phosphatase inhibitors, primary screen, biochemical, absorbance, uHTS | hit rate 0.52% among 290,000 | Dual specificity protein phosphatase 3 (Homo sapiens), P51452 | inhibition, % at 13.3 µM | recombinant VHR phosphatase, pNPP absorbance; in the data active = inhibition above about 50%; note: some compounds called inactive have numbers as strong as hits
Target sequence (P51452 whole entry, looked up): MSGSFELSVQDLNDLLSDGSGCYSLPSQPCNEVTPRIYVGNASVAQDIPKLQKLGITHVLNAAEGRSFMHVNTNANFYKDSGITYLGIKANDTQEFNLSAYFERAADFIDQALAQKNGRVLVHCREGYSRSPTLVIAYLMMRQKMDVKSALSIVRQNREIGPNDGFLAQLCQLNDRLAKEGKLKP
* = called active by the depositor; i = inactive; ? = inconclusive; · = not tested or not shown; & = joins results of further samples. Cut-off read from the data, not from the text of the source, unless noted: active = inhibition above about 30%; inconclusive = no clear call, values can overlap the other calls; inactive = below that. A portion of the library; count on the stated rates, not on these rows.

molecule	Vc quorum ag	BoNT A protease	PfHsp40 yeast	TcdB inh	CCHF vOTU inh	PriA SSB inh	Anthrax LF inh2	Yp Topo-I inh	SARS 3CLpro inh	DUSP3 inh
COc1cc(S(=O)(=O)Nc2ccccc2C(=O)N2CCCC2)ccc1NC(C)=O	i	-110	0.4	0.0	-8	-5	-28	-1	·	·
COC(=O)c1ccc(OC(=O)c2ccccn2)cc1	i	0.2	-2.3	·	-2	36	3	3	-1	0
CC(=O)Oc1cccc(N2C(=O)c3cccc4c([N+](=O)[O-])ccc(c34)C2=O)c1	i	0.7	-0.2	-2.0	-2	5	17	-1	-4	15
COCc1ccc2oc(C(=O)O)cc2c1	i	0.5	0.4	·	3	-8	-5	-2	-9	0
COc1cccc(-c2nc(CS(=O)(=O)CC(=O)NCCCc3ccccc3)c(C)o2)c1	-0.3	0.4	0.7	-12	0	13	-2	33	-2	2
COc1ccc(C(=O)C2CCCN(C(=O)c3ccc(CSC)o3)C2)cc1F (stereo not given)	-0.5	1.1	-1.4	-0.8	-4	-1	-2	19	2	26
Cc1ccc(S(=O)(=O)N2[C@@H](c3ccccc3F)C(C(=O)O)=CC[C@H]2c2cccc(Cl)c2)cc1	-1.2	0.0	2.3	-1.6	-3	7	-3	-5	·	·
O=C(N/N=C/c1cnc2ccccc2n1)c1cccc(F)c1	-1.6	0.5	-0.8	·	0	·	3	-7	0	-5
O=C(COc1ncnc2sccc12)N1CCN(S(=O)(=O)c2ccc(Cl)cc2)CC1	2.7	0.0	-0.1	·	15	-18	-2	2	-3	36
O=C(Nc1cccc2ccccc12)c1ccc([N+](=O)[O-])s1	-0.3	-0.3	-0.1	1.0	6	0	2	-11	-3	8
CC(=O)Nc1sc(C)c(C)c1C(=O)OC1CCOC1=O (stereo not given)	-1.7	-0.8	-0.4	·	19	-7	-5	-1	-4	7
COc1ccc(N2CCN(C(=O)CCc3ccc(S(=O)(=O)NC(C)(C)C)cc3)CC2)cc1	-0.7	-1.5	-0.8	-0.2	-1	2	-3	31	5	13
COC(=O)c1c(C)[nH]c(C(=O)NCCc2ccc(S(N)(=O)=O)cc2)c1C	-2.2	1.6	-0.7	0.4	6	1	-5	-7	1	17
COCCN1C=C(C(=O)OC)C(c2ccc3c(c2)OCO3)C(C(=O)OC)=C1	-0.2	-0.8	-1.3	·	-19	-6	-2	0	1	25
CCC(=O)N(Cc1cc2cc(OC)ccc2[nH]c1=O)c1ccc(C)cc1	-0.5	·	-0.7	-1.0	-1	-3	·	3	-3	8
C[C@H](CO)N1C[C@H](C)[C@@H](CN(C)C(=O)Nc2ccccc2F)Oc2cc(Br)ccc2S1(=O)=O	-0.1	-0.7	·	-0.6&1.5	2	·	-1	17	·	·
CS(=O)(=O)c1ccc(Sc2nc3ccccc3[nH]2)c([N+](=O)[O-])c1	-1.2	-0.7	1.2	·	10	-6	-2	8	-3	18
O=C(c1ccc(F)cc1)C1CCN(Cc2ccccc2F)CC1	0.9	0.1	·	1.2	-11	·	2	3	·	·
COc1ccc(C(=O)c2c3ccccc3[n+]([O-])n2Cc2ccc(C(N)=O)cc2)cc1	-0.8	0.1	-0.5	-0.2	-4	23	0	1	·	·
Cc1ccccc1OCCC(=O)Nc1ccc(S(=O)(=O)N(C)C2CCN(C)CC2)cc1	0.0	2.4	-0.2	0.1	0	-13	0	-14	·	·
O=C(NCCS(=O)(=O)N1CCN(c2ccccc2F)CC1)c1ccc(F)c(F)c1	-5.0	6.2	-0.2	0.2	-9	-4	15	1	·	·
COCC(=O)NC1CCN(CC(=O)Nc2ccccc2[N+](=O)[O-])CC1	i	-0.1	0.8	0.8	11	5	2	1	3	-8
O=C(Cc1cc(=O)[nH][nH]1)N/N=C/C(Cl)=C/c1ccccc1	12&-0.3	-0.1&0.1	-0.6&0.3	0.3	-6&-4	·	-1&3	18&-4	-1&-3	16&30
O=C(Cc1ccccc1)N/N=C/c1ccc([N+](=O)[O-])s1	·	0.0	6.5	·	10	·	-4	-14	0	21
COc1ccc(C(=O)C=Cc2ccc3c(c2)OCO3)cc1OC	i	0.3	·	1.6	-10	·	1	13	·	·
C/C(=N\NC(=O)COc1ccccc1-c1ccccc1)c1cccnc1	-1.3	-0.5	0.0	0.0	-10	·	-7	30	-3	9
O=[N+]([O-])c1ccc(-c2csc(N3CCc4ccccc4C3)n2)cc1	0.0	4.0	-0.1	·	2	1	1	-5	1	10
C[C@H](Cc1ccccc1)Nc1ncnc2c1ncn2[C@@H]1O[C@H](CO)[C@@H](O)[C@H]1O	-2.8	-0.6	3.0	1.2	5	4	-10	5	·	·
Cc1coc2c(C)c3oc(=O)c4c(c3cc12)CCCC4	-8.9	-0.3	-0.9	0.2	-5	-2	0	-1	·	6
O=c1c2ccccc2nnn1CSc1nnc(-c2ccco2)o1	1.8	0.1	-0.6	·	-4	-15	0	-1	4	-8
CC1=C(C(=O)NCc2ccccc2)C(c2cc(Br)cc(Br)c2OC(C)C)NC(=O)N1 (stereo not given)	-2.0	1.4	0.4	·	0	7	1	13	0	9
COc1ccc(C2=NN(C(=O)C(O)c3ccccc3)C(O)(C(F)(F)F)C2)cc1 (stereo not given)	i	3.9	-0.7	1.1	11	-8	3	-3	-5	18
Cc1cc(C)cc(NC(=O)CSCc2cnn(-c3ccccc3)c2-n2cccc2)c1	i	0.2	3.0	·	11	-9	-3	19	5	0
CC(=O)N1CCc2cc(S(=O)(=O)C(C)CC(=O)Nc3ccc(OC(F)(F)F)cc3)ccc21 (stereo not given)	i	-1.1	0.2	0.6	1	-6	3	-5	4	29
COc1ccc(-c2cc3ccc(OC)cc3cn2)cc1	-0.3	-0.3	0.7	0.5	4	1	-2	-2	·	·
CCN1CCN(c2nc(-c3ccc(F)cc3)cc(=O)[nH]2)CC1	i	0.8	-0.7	0.4	1	0	11	6	2	-10

5 entries drawn at random from those above, as already listed:
molecule	Vc quorum ag	BoNT A protease	PfHsp40 yeast	TcdB inh	CCHF vOTU inh	PriA SSB inh	Anthrax LF inh2	Yp Topo-I inh	SARS 3CLpro inh	DUSP3 inh
C/C(=N\NC(=O)COc1ccccc1-c1ccccc1)c1cccnc1	-1.3	-0.5	0.0	0.0	-10	·	-7	30	-3	9
O=[N+]([O-])c1ccc(-c2csc(N3CCc4ccccc4C3)n2)cc1	0.0	4.0	-0.1	·	2	1	1	-5	1	10
COc1ccc(C2=NN(C(=O)C(O)c3ccccc3)C(O)(C(F)(F)F)C2)cc1 (stereo not given)	i	3.9	-0.7	1.1	11	-8	3	-3	-5	18
O=c1c2ccccc2nnn1CSc1nnc(-c2ccco2)o1	1.8	0.1	-0.6	·	-4	-15	0	-1	4	-8
COc1ccc(C(=O)C=Cc2ccc3c(c2)OCO3)cc1OC	i	0.3	·	1.6	-10	·	1	13	·	·

Further structures
molecule	Vc quorum ag	BoNT A protease	PfHsp40 yeast	TcdB inh	CCHF vOTU inh	PriA SSB inh	Anthrax LF inh2	Yp Topo-I inh	SARS 3CLpro inh	DUSP3 inh
CC(C)(C)C(O)C(Oc1ccc(Cl)cc1)n1cncn1 (stereo not given)	i	-0.8	141*	0.2	-1	-3	-11	2	-4	-6
CCCc1nc(SCC(=O)Nc2nccs2)c2ccccc2n1	-10	-0.6	1.2	0.6	-3	-6	-3	0	-8	26
Cc1cccc(N2CCN(C(=O)C3CCC(=O)N(Cc4ccccc4F)C3)CC2)c1C (stereo not given)	-1.0	0.0	6.6	0.3	-1	-3	-3	21	-5	18
COc1ccc(C(CNC(=O)CN(C)S(=O)(=O)c2ccc(C)cc2)N2CCCC2)cc1 (stereo not given)	0.8	1.1	-0.3	0.3	-7	-14	4	5	·	·
CC(C)(C)c1cc(CCC(=O)NNC(=O)c2ccncc2)cc(C(C)(C)C)c1O	1.9	-0.2	-0.5	0.6	5	-18	-3	-2	·	·
CCOc1ncccc1C(=O)NCCN1C(=O)S/C(=C/c2cccs2)C1=O	-0.1	1.2	1.0	-4.8	0	-3	-2	-2	-1	-13
O=C(NCc1ccccc1Cl)c1cc2ccccc2oc1=O	-0.9	3.1	-0.8	0.2	-5	1	8	-18	0	35
O=C1CN(S(=O)(=O)c2ccc(F)cc2)CCN1	0.8	-1.0	-0.8	1.6	-5	-11	-2	6	·	·
COCCN(C(=O)COC(=O)C1CC1C)c1c(N)n(Cc2ccccc2)c(=O)[nH]c1=O (stereo not given)	-6.2	-1.2	2.1	-0.7	-1	0	-2	5	·	·
NC(=O)c1ccsc1NC(=O)COC(=O)c1ccc(Cl)c(N)c1	-0.7	-0.7	0.2	0.9	-2	-11	-1	6	·	·
CCOc1ccc2nc(S(=O)(=O)NC(=O)C3(C)CCN3C(=O)CCc3cccs3)sc2c1 (stereo not given)	-0.3	-0.1	·	0.6	13	·	-1	10	·	·
CC(C)(C)C(=O)OCc1cn(-c2ccc(Cl)cc2)nn1	-2.9	?	3.8	·	5	-22	-5	5	-1	30

Ordered by length of the SMILES (low to high): three of the compounds above.
molecule	Vc quorum ag	BoNT A protease	PfHsp40 yeast	TcdB inh	CCHF vOTU inh	PriA SSB inh	Anthrax LF inh2	Yp Topo-I inh	SARS 3CLpro inh	DUSP3 inh
O=C(c1ccc(F)cc1)C1CCN(Cc2ccccc2F)CC1	0.9	0.1	·	1.2	-11	·	2	3	·	·
COc1ccc(C(=O)c2c3ccccc3[n+]([O-])n2Cc2ccc(C(N)=O)cc2)cc1	-0.8	0.1	-0.5	-0.2	-4	23	0	1	·	·
CC(=O)Oc1cccc(N2C(=O)c3cccc4c([N+](=O)[O-])ccc(c34)C2=O)c1	i	0.7	-0.2	-2.0	-2	5	17	-1	-4	15
